GPR151 activ – activators of human GPR151, primary screen, cell-based, PathHunter beta-arrestin, luminescence. G-protein coupled receptor 151 (Homo sapiens), Q8TDV0. PathHunter beta-arrestin GPR151 cells. activation, % at 11.2 µM. 1% of 650,000 active; in the data active means activation above about 4.9%;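 further: 0% = median of compound wells and 100% = cells with positive control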
TEAD-YAP block – TEAD-YAP interaction inhibition, primary screen, TEAD-YAP interaction inhibitor project, luminescence, HEK-TIYL cells | 1.4% of 640,000 active | inhibition, % at 9.12 µM | TEAD-Gal4/YAP UAS-luciferase luminescence; in the data active means inhibition above about 32%;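 further: 0% = median of test compound wells and 100% = reference inhibitor wells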
FBW7 activator – FBW7 E3 ligase activators, primary screen, biochemical, AlphaScreen, human. AlphaScreen FBW7–phospho-cyclin E peptide binding, activator screen. normalized activity (activation), % at 26.1 µM. 0.13% of 650,000 active; in the data active means normalized activity above about 1.9%;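 further: purified mutant Fbw7 with reduced substrate affinity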
Target sequence (Q969H0 whole entry, looked up): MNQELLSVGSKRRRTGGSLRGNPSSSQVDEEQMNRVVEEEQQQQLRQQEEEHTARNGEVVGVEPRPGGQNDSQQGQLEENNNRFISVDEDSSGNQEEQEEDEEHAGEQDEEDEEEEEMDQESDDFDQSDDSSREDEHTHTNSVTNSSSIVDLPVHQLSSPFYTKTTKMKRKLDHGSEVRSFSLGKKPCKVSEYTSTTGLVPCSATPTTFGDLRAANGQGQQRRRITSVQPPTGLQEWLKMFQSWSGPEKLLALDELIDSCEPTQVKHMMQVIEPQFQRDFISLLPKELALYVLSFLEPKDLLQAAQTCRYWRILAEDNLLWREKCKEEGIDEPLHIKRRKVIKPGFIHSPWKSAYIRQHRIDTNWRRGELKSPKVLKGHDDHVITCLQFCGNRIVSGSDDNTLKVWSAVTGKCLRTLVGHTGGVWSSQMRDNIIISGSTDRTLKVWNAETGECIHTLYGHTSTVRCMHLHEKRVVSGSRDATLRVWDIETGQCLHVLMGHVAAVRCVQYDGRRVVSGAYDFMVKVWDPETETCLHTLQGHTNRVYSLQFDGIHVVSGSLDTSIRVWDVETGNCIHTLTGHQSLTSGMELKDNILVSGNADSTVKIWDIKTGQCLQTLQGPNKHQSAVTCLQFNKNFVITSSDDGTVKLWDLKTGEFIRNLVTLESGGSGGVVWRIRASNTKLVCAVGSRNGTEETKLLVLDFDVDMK
MITF primary – MITF inhibitors, primary screen, biochemical, AlphaScreen, human; AID 1259374, 2018; Microphthalmia-associated transcription factor (Homo sapiens), O75030; 0.91% of 650,000 active; AlphaScreen MITF homodimerization, bead proximity signal; inhibition, % at 2.6 µM; in the data active means inhibition above about 50%;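 further: 0% = vehicle wells with protein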
* marks the source's active call; other numbers are inactive results.

Molecule,GPR151 activ,TEAD-YAP block,FBW7 activator,MITF primary
CSc1ccccc1NC(=O)c1c(Br)cnn1C,0.2,1,0.0,-1
COc1ccccc1-c1[nH]ncc1CNCc1ccccc1C,1.5,0,0.2,12
CCOC(=O)c1cc(S(=O)(=O)N2CCN(C3CCCCC3)CC2)cn1C,1.1,-2,0.0,9
FC(F)(F)c1ccc(Cn2cnc3c(NCc4cccc(C(F)(F)F)c4)nc(N4CCC(N5CCOCC5)CC4)nc32)cc1,0.2,3,-0.1,7
COC(=O)C(C)n1cnc2c(nnn2Cc2ccc(C)cc2)c1=O (stereo unspecified),-1.0,-3,0.0,5
Cc1ccnc2nc(C(=O)OCC(=O)NC(=O)NC(C)(C)C)nn12,-0.3,-5,0.3,-14
CC(C)c1ccc(NC(=O)CSc2ncccc2C(=O)NC(c2ccccc2)c2ccccc2)cc1,-0.4,-1,-0.1,36
O=C(CN1C(=O)/C(=C\c2ccccc2F)SC1=S)Nc1ccccc1C(=O)O,0.4,-3,0.0,16
Cc1cc(CN(C)C(=O)Cn2cc(NC(=O)CSc3ccccc3)cn2)n[nH]1,-0.6,-1,0.0,-172
O=C(COc1ccccc1)NCC1(N2CCCCC2)CCCCC1,1.9,-3,0.1,2
CCOC(=O)N1CCC(c2nc(C)sc2C(=O)NCc2ccc(C)cc2)CC1,0.1,-27,1.5,4
Cc1ccc(-n2nc3ccc(NC(=O)c4ccc5c(c4)OCCO5)cc3n2)cc1Cl,-0.4,4,0.0,1
Cc1c(CNCc2ccco2)c(C(=O)O)c(C)n1Cc1c(F)cccc1Cl,0.2,-7,0.1,-7
NS(=O)(=O)c1cccc(S(=O)(=O)c2ccc(Cl)c(S(N)(=O)=O)c2)c1,-1.3,-3,-0.2,7
CCOC(=O)C1=C(C)N=c2s/c(=C\c3ccc(F)cc3)c(=O)n2C1c1ccccc1Cl (stereo unspecified),-1.4,3,0.1,15
CCCCN(C)C(=O)CS(=O)(=O)Cc1nc(-c2cccc(OC)c2)oc1C,-0.3,-2,0.0,-14
CCN(CC)c1ccc(Nc2cc(C)c(C#N)c3nc4ccccc4n23)cc1,-0.6,-7,0.5,-1
O=C(Nc1nnc(SCC(=O)N2CCc3ccccc32)s1)c1c(F)cccc1F,-0.2,1,0.5,10
CCOC(=O)c1ccc(NC(=O)CSc2cc(=O)n(CC)c3ccccc23)cc1,-0.5,-9,0.0,0
COc1ccc(NC(=O)c2ccncc2)c([N+](=O)[O-])c1,1.3,2,0.0,1
Cc1ccc(OCCCCCCNCCO)c(C)c1,-1.0,-1,0.8,0
Cc1nn(-c2ccccc2)c(-c2ccccc2)c1C(=O)O,-0.9,4,0.1,8
O=C(CCn1c(=O)c2cccn2c2cccnc21)NCc1cccc(Br)c1,0.3,-5,0.0,1
COc1cc(/C=C2/NC(=O)NC2=O)ccc1OCC(N)=O,-1.0,-5,-0.1,14
COc1ccc(C)cc1N(CC(=O)Nc1ccc(Br)c(C)c1)S(C)(=O)=O,-0.7,13,0.1,11
O=C(Nc1ccc(Cl)cc1)/C(=C1/CCCCCN1)[N+](=O)[O-],-0.3,5,0.0,3
N#Cc1c(-c2ccc(Cl)cc2)cc(-c2cccs2)nc1SCc1c(F)cccc1Cl,-1.0,7,-0.1,-12
COc1ccc(-n2c(SCC(=O)Nc3nccs3)nc3c(sc(=S)n3-c3ccc(Cl)c(C)c3)c2=O)cc1,0.7,-1,0.4,9
COc1ccc(NC(=O)c2cc3n(n2)C(C(F)(F)F)CC(c2ccc(Cl)cc2)N3)cc1Cl (stereo unspecified),0.2,-5,0.0,3
Cc1ccc(OC(=O)Nc2ccc(Cl)c(Cl)c2)cc1C,2.0,5,0.0,10
Cc1cc(C)cc(OCC(=O)Nc2nonc2NC(=O)COc2cc(C)cc(C)c2)c1,2.9,6,-0.4,9
CN(CCc1cnn(C)c1)C(=O)CC1C(=O)NCCN1C1Cc2ccccc2C1 (stereo unspecified),0.7,11,0.0,-1
Fc1ccc(-c2cncc(-c3cc(N4CCOCC4)nc(-c4ccccc4)n3)c2)cc1,3.0,-4,0.2,8
CN1C(=O)CC(CC(=O)N2CCC(Oc3cccc(F)c3)CC2)(c2ccccc2F)C1=O (stereo unspecified),0.0,13,-0.1,2
CC1CCCCN1C(=O)CSCC(=O)Nc1nc(-c2cccs2)cs1 (stereo unspecified),1.3,-18,0.2,-6
O=C(Cn1cnc2ccccc2c1=O)OC1CCCCC1,0.5,-21,0.0,-4
CCOc1ccc(C(=O)Nc2cccc(-c3nc4ccccc4s3)c2)cc1Br,-0.4,-3,0.0,-9
CCc1ccccc1NC(=S)N(CCCN1CCCC1)Cc1ccco1,2.8,3,-0.2,12
COc1ccc(Cc2cnc(NC(C)=O)s2)cc1,-0.7,-29,0.2,0
CC(Oc1ccc(Cl)cc1)C(=O)NNC(=O)Cc1cccn1C (stereo unspecified),1.8,4,-0.1,-6
Cc1cccc(CSc2nc3c(c(=O)[nH]c(=O)n3C)n2CCC(C)C)c1,0.6,-1,0.5,13
CCC(=O)N1CCc2cc(S(=O)(=O)N3CCN(c4ccccc4)CC3)ccc21,-0.6,-8,0.0,1
Cc1ccccc1C1CC(c2ccc(Br)cc2)Nc2nc(N)nn21 (stereo unspecified),1.2,3,-0.1,4
Cc1cc(C)c(C#N)c(SCSc2ccccc2)n1,-1.5,-2,0.9,9
O=C(Nc1ccc2c(c1)OCO2)c1ccc2nc(N3CCC(N4CCOCC4)CC3)sc2c1,-3.9,-27,-0.3,-1
CC1(C)CC(=O)C2=C(C1)NC(=O)CC2c1cc([N+](=O)[O-])ccc1Cl (stereo unspecified),-1.1,1,-0.1,-13
CCn1c2ccccc2c2cc(NC(=O)CSc3nnc(N)s3)ccc21,-1.0,2,-0.1,-10
Cc1ccc(CN(N=Nc2nonc2N)c2nonc2N)c(C)c1,2.7,-9,0.1,20
CN(C)N1C(N)=C(C#N)C(c2ccccc2Cl)C2=C1CC(c1ccccc1)CC2=O (stereo unspecified),-1.9,39*,-0.1,-10
COc1ccccc1OCCn1c(SCc2nc3ccccc3[nH]2)nc2ccccc21,2.1,-1,-0.1,-3
Cn1c(SCC#CCO)nc2ccccc2c1=O,0.0,12,-0.4,-19
C=CCN1C(=O)/C(=C/N(C(C)=O)c2ccccc2)SC1=S,1.9,-10,0.0,11
CCOc1ccc(-c2nc(C)sc2CC(=O)O)cc1,1.6,-3,0.3,3
COc1ccc(NC(=O)Cn2cnc3sc(-c4ccccc4)cc3c2=O)c([N+](=O)[O-])c1,-0.7,-17,0.7,3
CC(C)C(=O)NNC(=O)c1cccs1,0.9,-2,0.5,1
O=C(c1cccc(F)c1)N1CCCC(c2nc(-c3ccc(F)cc3)no2)C1 (stereo unspecified),-0.5,-12,-0.1,-4
CC(C)N1CCNC(=O)C1CC(=O)NCCc1ccc(C(F)(F)F)cc1 (stereo unspecified),2.3,1,-0.1,-3
CC(=O)N1Cc2cc(N)ccc2Oc2ccccc21,0.2,5,-0.2,2
CCC(C)(C(=O)NC1CCCC1)N(Cc1cccs1)C(=O)CC1NC(=O)NC1=O (stereo unspecified),0.6,-2,-0.3,-2
Cc1ccc(/C=C/C(=O)OCC(=O)NCCN2C(=O)CSC2=O)cc1,1.9,9,0.1,15

Further compounds follow.
Molecule,GPR151 activ,TEAD-YAP block,FBW7 activator,MITF primary
Cc1ccc(C)c(NC(=O)C(=O)N/N=C/c2ccccc2O)c1,-0.6,12,0.1,18
Cc1cc(C(=O)CSc2nc(N)cc(=O)[nH]2)c(C)n1Cc1cccs1,0.0,8,0.1,13
CCCCc1ccc(C(=O)N/C(=C\c2ccc(F)cc2)C(=O)Nc2ccc(C)cc2Br)cc1,0.6,3,0.1,3
CCCOc1ccc(/C=c2\sc3nc(-c4cccnc4)nn3c2=O)cc1,0.5,-8,0.1,-5
CCCCNC(=O)c1oc2ccc(S(=O)(=O)N3CCOCC3)cc2c1C,-0.7,-4,0.3,20
O=S(=O)(c1cccc(S(=O)(=O)N2CCCCCC2)c1)c1cccc(S(=O)(=O)N2CCCCCC2)c1,0.6,-3,0.0,2
Cc1ccc(C(C)C)cc1S(=O)(=O)NC1CC(C)(C)NC(C)(C)C1,-0.1,-2,-0.2,0
C=C(C)Cn1c(-c2ccc(N)cc2)nc2ccccc21,-0.9,-58,-0.1,1
COc1ccc(C(=O)N/N=C(\C)CC(=O)N2CCN(C=O)CC2)cc1,0.1,-28,0.0,4
O=C(COC(=O)C(CO)NS(=O)(=O)c1ccc(F)cc1)NC1CCCCCC1 (stereo unspecified),0.3,2,0.0,-7
CSc1ccc(C(=O)Nc2nc3ccc(Br)cc3s2)cc1,-0.2,-11,-0.1,-4
COc1cccc(-c2nc3n(n2)C(c2ccccc2F)C(C(N)=O)=C(C)N3)c1 (stereo unspecified),-1.4,6,-0.1,1
CC(C)(C)NC(=O)NCC1CC(=O)N(c2ccc3c(c2)OCO3)C1 (stereo unspecified),1.0,11,0.1,2
O=C(Cc1ccc(-c2ccccc2)cc1)N1CCc2nncn2CC1,1.6,3,0.0,4
O=C(N1CCCCC1)N1CCN(S(=O)(=O)c2ccccc2)CC1,-1.3,-10,-0.3,4
O=C1CC2CCC(CN1)N2CC(=O)Nc1ccc(Oc2ccccc2)cc1 (stereo unspecified),1.3,8,0.0,-1
CCN1CCN(CCCN2C(=O)C3C(C(=O)Nc4cc(Cl)cc(Cl)c4)C4C=CC3(O4)C2C(=O)NC2CCCCC2)CC1 (stereo unspecified),-0.6,-15,0.2,-7
O=C1COc2cc(S(=O)(=O)CCC(=O)NC3CCCCC3)ccc2N1,-0.3,-3,0.2,-3
CCOc1ccc(NC(=O)c2ccc(I)cc2)cc1,0.4,-10,0.0,-17
O=C(CSCC(=O)N1CCOCC1)Nc1nc(-c2ccccc2)cs1,1.9,-40,-0.1,-4
O=C(Nc1ccc(Br)cn1)c1ccc(Cl)c([N+](=O)[O-])c1,-1.2,4,0.4,7
COc1cccc(OCCOc2ccc(-c3nc4sc5c(c4c(=O)[nH]3)CCCC5)cc2OC)c1,2.3,-6,0.9,18
C/C=C/C[C@@H](C)[C@@H](O)[C@H]1C(=O)N[C@@H]([C@@H](C)O)C(=O)N(C)CC(=O)N(C)[C@@H](CC(C)C)C(=O)N[C@@H](C(C)C)C(=O)N(C)[C@@H](CC(C)C)C(=O)N[C@@H](C)C(=O)N[C@H](C)C(=O)N(C)[C@@H](CC(C)C)C(=O)N(C)[C@@H](CC(C)C)C(=O)N(C)[C@@H](C(C)C)C(=O)N1C,-1.6,-9,0.1,-10
CC(C)(C)NC(=O)CN(Cc1cccs1)C(=O)CCN1CCc2ccccc21,0.1,-1,0.0,8
COc1ccc(CCNC(=O)c2csc(Br)n2)cc1,1.8,-5,0.1,-4
O=c1c2c(ncn1Cc1ccccc1)nc1n2CCC1,1.7,-4,0.5,0
COc1ccc(-c2noc(CC(=O)NCCCN3C(C)CCCC3C)n2)cc1 (stereo unspecified),-0.5,2,0.2,10
Cc1ccc2c(CNC3CCC(C)CC3)c(C(=O)O)[nH]c2c1 (stereo unspecified),-2.2,-5,-0.2,-11
O=C(NC1CCCCNC1=O)c1cnn(-c2ccccc2)c1C(F)(F)F (stereo unspecified),-1.4,-17,-0.1,-2
COc1ccc(Cl)cc1-c1nc(-c2cccc([N+](=O)[O-])c2)no1,1.0,-5,0.1,15
CCOCCc1nnc(NC(=O)C2CC(=O)N(c3ccc(C)cc3)C2)s1 (stereo unspecified),-1.0,-5,0.0,4

Compound activity (PubChem)
